# esBAF inh: SWI/SNF esBAF complex inhibition; mouse ES cells, Bmi1-luciferase knock-in reporter, 24 h; 100% = twice the neutral-well signal; reporter increase, % at 12.5 µM; actives 2% (n = 350,000); in the data active = activation above about 40%;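 note: 0% = median of the plate's neutral control wells and 100% = double that signal; a rise in the Bmi1 reporter signal indicates esBAF inhibition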
# Statin myotox sup: suppression of simvastatin myotoxicity; C2C12 myotubes + simvastatin, ATP luminescence, 48 h; scaled: DMSO 0, geranylgeraniol control 100; rescue of ATP level, % at 7.49 µM; actives 0.78% (n = 330,000);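 active = mean ATP rescue above about 67%, or every replicate alone reaching that limit, limit read from the data, passing the limit was not always enough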;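 note: myotubes were challenged with 10 µM simvastatin during compound exposure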
# S100A4 MyoIIA: S100A4-myosin IIA interaction inhibition | actives 0.14% (n = 360,000) | inhibition, % at 10.7 µM | S100A4/TAMRA-MyoIIA peptide fluorescence polarization | P26447;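 active = mean inhibition of at least 70% across replicates, with every replicate also reaching that level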
# Target sequence (P26447 whole entry, looked up): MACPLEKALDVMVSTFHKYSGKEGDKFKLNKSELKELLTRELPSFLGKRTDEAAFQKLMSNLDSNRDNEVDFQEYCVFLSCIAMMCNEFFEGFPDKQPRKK
#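 Compound dosing: one dose per compound; test system: human S100A4 monomer with TAMRA-labelled myosin IIA peptide; probe or stimulus: TAMRA-labelled myosin IIA heavy-chain peptide probe, 5 nM; medium: HEPES buffer with Ca2+, pH 7.2; schedule: 5 min incubation before reading; benchmarks: neutral control DMSO, positive control TFP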
# Casp6 inh: blocks human caspase-6 cleavage activity. actives 0.53% (n = 350,000). purified caspase-6, Z-VEID-R110 cleavage fluorescence. AID 686996. inhibition, % at 12.5 µM. P55212;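 active = mean inhibition across replicates at least about 35%, with every replicate also reaching that limit, limit read from the data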;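 note: 0% = median of neutral control wells and 100% = no fluorescence left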
# Target sequence (P55212 24-179 limits assumed): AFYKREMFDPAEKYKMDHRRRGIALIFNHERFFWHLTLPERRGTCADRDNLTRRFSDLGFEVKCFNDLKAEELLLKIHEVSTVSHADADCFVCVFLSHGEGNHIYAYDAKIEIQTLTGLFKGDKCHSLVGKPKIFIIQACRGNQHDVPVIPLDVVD
# Target sequence (P55212 194-293 limits assumed): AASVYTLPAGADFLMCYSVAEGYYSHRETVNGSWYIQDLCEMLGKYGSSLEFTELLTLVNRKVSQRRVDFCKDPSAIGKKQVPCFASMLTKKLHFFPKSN
# FN deposition inh: fibronectin deposition inhibition; actives 0.086% (n = 350,000); inhibition, % at 12.6 µM; AH1F fibroblasts, Alexa488-fibronectin deposition fluorescence, overnight;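 active = mean inhibition across replicates of 30% or more, regardless of how many single replicates reach that level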;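 note: positive control wells lacked labelled fibronectin entirely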
#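 test system = AH1F fibroblasts assembling fluorescent fibronectin matrix | quantity = 10000 AH1F cells per well | buffer or medium = DMEM plus 2% serum, read in PBS | doses = single dose, pinned | incubation = 1 h cell attachment, overnight exposure to compound and label | detection = fluorescence at 485 nm excitation, 525 nm emission | read-out basis = inhibition from reduced deposited-fibronectin fluorescence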
# SIRT5 block: inhibitors of human sirtuin-5 desuccinylase | Purified SirT5, succinyl-peptide AMC, trypsin-coupled fluorescence | inhibition, % at 15 µM | actives 1.1% (n = 330,000) | AID 652115; in the data active = inhibition above about 15%
# Target sequence (Q9NXA8 whole entry, looked up): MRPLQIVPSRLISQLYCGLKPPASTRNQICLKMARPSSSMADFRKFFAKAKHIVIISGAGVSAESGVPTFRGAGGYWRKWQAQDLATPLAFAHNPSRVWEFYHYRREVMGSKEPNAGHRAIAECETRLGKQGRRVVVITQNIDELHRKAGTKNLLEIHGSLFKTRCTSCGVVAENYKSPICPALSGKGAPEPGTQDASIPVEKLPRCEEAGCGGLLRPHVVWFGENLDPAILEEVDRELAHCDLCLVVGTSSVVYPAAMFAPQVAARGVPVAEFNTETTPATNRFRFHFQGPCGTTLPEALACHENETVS
# LGR2 inh: blocks bursicon-induced cAMP signaling via Drosophila LGR2; HEK293 LGR2, CRE-luciferase, bursicon-stimulated, 4 h; inhibition, % at 9.99 µM; actives 0.35% (n = 380,000);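 active = drop in luminescence signal, shown as inhibition above about 50% in the replicate tests, limit read from the data, passing the limit was not always enough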;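 note: agonist challenge used bursicon conditioned medium at about half maximal strength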
# * hit, by the source's call; · = not tested or not shown; & = joins results of further samples. An excerpt; count on the stated rates, not on these rows.
SMILES,esBAF inh,Statin myotox sup,S100A4 MyoIIA,Casp6 inh,FN deposition inh,SIRT5 block,LGR2 inh
C[C@@H]1C=C(C(=O)N2CCN(Cc3ccc4c(c3)OCO4)CC2)O[C@H](OCCCCO)C1,-3,17,-6,-1,17,·,17
O=C(N/N=C/c1ccc(OCC(=O)N2CCCCC2)cc1)c1ccccc1,10,-6,·,·,9,·,·
O=C1CCN(Cc2ccccc2)C=C1c1ccc2ccccc2c1,63*,4,0,-8,3,·,-90
COc1ccc(NC(=O)COc2cccc3c2CCN(Cc2cccnc2)C3=O)c(OC)c1,2,11,1,0,11,-2,-11
COc1ccc2c3c([nH]c2c1)[C@@H](CO)N(C(=O)CN(C)C)CC31CCN(Cc2cncnc2)CC1,·,·,5,-22,-5,-3,5
Cc1ccc(NC(=O)CN(C)S(=O)(=O)c2cccc3cccnc23)cc1C,11,10,-9,2,2,1,9
Cc1c(NS(=O)(=O)c2ccc3c(c2)Cc2ccccc2-3)c(=O)n(-c2ccccc2)n1C,·,·,0,-2,-1,2,-15
CN(C)C(=O)c1ccc(Nc2nnc(-c3ccc(O)cc3)c3ccccc23)cc1,-5,3,-10,·,1,-1,6
O=C(OCc1ccccc1)N1CCCCC1c1c(Cl)cccc1Br (stereo not given),1,-3,-5,0,5,1,-1
C[C@H](CO)N1C[C@H](C)[C@@H](CN(C)C(=O)c2ccc(N3CCN(C)CC3)cc2)OCc2cn(nn2)CCCC1=O,-7&-2,9&-1,-4&-5,-5&-8,-4&-6,3&-2,-17&8
COc1ccc(/C=C/C(=O)N(C)C2CCS(=O)(=O)C2)cc1 (stereo not given),3,-2,3,-1,-4,6,-13
CCCN(C)C[C@H]1Oc2ncc(-c3ccccc3)cc2C(=O)N([C@H](C)CO)C[C@@H]1C,-2,-6,-4,-6,·,2,·
CCCNC(=O)N1[C@H](C#N)[C@H](c2ccc(C3=CCCCC3)cc2)[C@@H]1CO,-6,3,-4,-1,1,2,·
CC1(C)CC(NCc2ccc3c(c2)OCO3)CCO1 (stereo not given),9,14,·,·,-12,·,·
CCOC(=O)C1(Cc2ccccc2Cl)CCN(C(=O)c2cc(C)on2)CC1,35,-5,-3,0,6,-2,-10
CCc1ccc(OCCCOc2ccc(C=O)cc2)cc1,6,4,4,3,·,-1,-11
O=C(Nc1ccc2c(c1)OCO2)N[C@@H]1CC[C@H](CCNC(=O)C2CCCC2)O[C@@H]1CO,-2,3,10,0,11,2,-10
CO/N=C(\Cn1ncc(N2CCCC2)c(Br)c1=O)c1ccc(Cl)cc1,4,38,·,·,·,·,-12
O=C(O)C(=O)Cc1c[nH]c2ccccc12,30,1,-4,11,·,-1,-5
O=C(CNC(=O)c1ccc(F)cc1)N/N=C/c1cc(Br)ccc1OC(=O)/C=C/c1ccco1,·,·,-6,6,9,·,2
COc1cc2nc(Cl)nc(NCCO)c2cc1OC,·,·,0,0,6,-1,2
COc1ccc(-c2ccc3n(c2=O)C[C@H]2[C@H](CO)[C@@H](C(=O)N(C)C)[C@@H]3N2Cc2cccnc2)cc1,0,-3,-3,5,·,-85,9
O=C(CN1CCNC(=O)C1)NCCc1ccc(Cl)cc1Cl,·,·,1,4,-3,-1,-27
C[C@@H]1CCCCO[C@@H](CN(C)C(=O)c2ccccc2)[C@H](C)CN([C@H](C)CO)C(=O)c2cc(NC(=O)Nc3ccc4c(c3)OCO4)ccc2O1,4,·,24,3,·,3,11
COCCNC(=O)C[C@H]1C[C@H]2c3cc(NC(=O)Nc4ccccc4F)ccc3O[C@H]2[C@@H](CO)O1,-3,2,·,·,-9,·,9
CCOc1ccc(/C=C(\C#N)C(=O)Nc2ccccn2)cc1,2,1,2,2,-4,0,·
OCCN(CC#CCC(O)(c1ccccc1)C1CCCC1)CCO (stereo not given),·,·,-1,3,-7,-2,·
Cc1noc(C)c1S(=O)(=O)Nc1ccc2c(c1)CC(=O)N([C@@H](C)CO)C[C@H](C)[C@@H](CN(C)C(=O)Nc1ccc3c(c1)OCO3)O2,2,-8,·,·,·,·,16
CCOC(=O)N1CCN(C(=O)C[C@H]2C[C@@]3(C(=O)OC)C(=C[C@H](C(C)(C)C)O[C@@H]3C)N(Cc3ccccc3)C2=O)CC1,·,·,-5,-2,-1,·,5
Cc1noc(C)c1NC(=O)Nc1ccc2c(c1)C(=O)N([C@@H](C)CO)C[C@H](C)[C@@H](CN(C)S(=O)(=O)c1ccccc1)OCCCC[C@H](C)O2,2,·,-4,2,7,-1,7
O=C(C[C@@H]1C=C[C@@H](NC(=O)c2ccc(F)cc2)[C@H](CO)O1)NCCc1ccccc1,2,13,-2,-14,-13,2,1
O=C1c2ccccc2C(Nc2ccc(Cl)cn2)N1c1ccccn1 (stereo not given),-9,3,1,1,-2,-2,3
Cn1cc(CCC(=O)N2CCCC(N3CCN(c4ccccc4F)CC3)C2)cn1 (stereo not given),-2,-12,-3,0,3,-1,11
O=C(NCc1ccccc1)C(c1ccccc1)N(Cc1cccs1)C(=O)c1cnccn1 (stereo not given),4,-12,·,·,-4,·,·
O=C(OCC(=O)N1CCc2ccccc21)c1ccncc1,2,16,-2,1,-2,3,10
CC(CCc1ccccc1)NC(=O)COC(=O)c1cccs1 (stereo not given),0,2,-4,-3,9,4,-4
O=C(N/N=C/C1CC=CCC1)c1cc(-c2cccnc2)nc2ccccc12 (stereo not given),-8,-2,-18,-1,4,-7,-14
COc1c(Cl)cc(C(=O)O)cc1Cl,2,-4,-4,1,·,·,·
Cc1cc(-c2n[nH]c(=S)n2-c2ccccc2)nn1C,·,·,0,-1,-3,-1,-2
Cc1cccc(-c2cc(NC=O)c3ncc(-c4cccc(C(=O)N(C)C)c4)n3c2)c1,-4,10,1,1,7,-1,-6

# esBAF inh, hit marks shown above
Structure | esBAF inh | S100A4 MyoIIA | Casp6 inh | SIRT5 block | LGR2 inh
O=C1CCN(Cc2ccccc2)C=C1c1ccc2ccccc2c1 | 63* | 0 | -8 | · | -90

# Next compounds
SMILES,esBAF inh,Statin myotox sup,S100A4 MyoIIA,Casp6 inh,FN deposition inh,SIRT5 block,LGR2 inh
OC[C@@H]1[C@H](c2ccc(-c3ccccc3F)cc2)[C@@H]2CN(Cc3cncnc3)CCCCN12,-9,-6,-4,-3,·,-3,-14
O=[N+]([O-])c1ccc(SCCc2ccccn2)cc1,·,·,-14,-2,-5,-2,-67
Cc1[nH]c2ccccc2c1/C=N/NC(=O)CNC(=O)c1ccc2c(c1)OCO2,·,·,1,2,-8,-3,5
C/C(=N\NC(=O)c1cc(C)oc1C)c1ccc(C)c([N+](=O)[O-])c1,1,-6,-3,-2,-4,-3,-10
CC(=O)N1CCOc2ccc(S(=O)(=O)N3CCC(C(=O)NCc4ccc(F)cc4)CC3)cc21,-6,4,-1,-4,-6,-1,-1
CCCNC(=O)Nc1ccc2c(c1)OC[C@@H](C)N(Cc1ccc(-c3ccccn3)cc1)C[C@@H](C)[C@H](OC)CN(C)C2=O,37,25,-10,-2,-2,·,10
O=C(C[C@@H]1CC[C@@H]2[C@H](COC[C@H](O)CN2C(=O)Nc2ccc(Cl)c(Cl)c2)O1)NCc1ccc(Cl)c(Cl)c1,0,-13,-13,1,5,5,8
O=C(Nc1ccc(Cl)c([N+](=O)[O-])c1)c1ccc2c(c1)OCCO2,86*,-39,8,0,-26,-20,-63
CNC(=O)/C=C/c1cccc(C(F)(F)F)c1,·,·,2,1,-10,-1,18
COCCCn1c(SCC(=O)n2c(C)c(C)c3ccccc32)nnc1-c1ccoc1C,1,-19,·,·,2,·,·

# An excerpt from above in order of their number in esBAF inh, highest first.
SMILES,esBAF inh,S100A4 MyoIIA,Casp6 inh,SIRT5 block,LGR2 inh
CCCNC(=O)Nc1ccc2c(c1)OC[C@@H](C)N(Cc1ccc(-c3ccccn3)cc1)C[C@@H](C)[C@H](OC)CN(C)C2=O,37,-10,-2,·,10
O=C(C[C@@H]1CC[C@@H]2[C@H](COC[C@H](O)CN2C(=O)Nc2ccc(Cl)c(Cl)c2)O1)NCc1ccc(Cl)c(Cl)c1,0,-13,1,5,8
OC[C@@H]1[C@H](c2ccc(-c3ccccc3F)cc2)[C@@H]2CN(Cc3cncnc3)CCCCN12,-9,-4,-3,-3,-14

# Going on with the list.
SMILES,esBAF inh,Statin myotox sup,S100A4 MyoIIA,Casp6 inh,FN deposition inh,SIRT5 block,LGR2 inh
CCC(C)NCC(=O)Nc1ccc(-c2nc3cc(NC(=O)CNC(C)CC)ccc3o2)cc1 (stereo not given),-3,-14,·,·,·,·,-5
Cc1ccc(NC(=O)c2cccc(C(=O)Nc3ccc(C)cc3C(=O)O)c2)c(C(=O)O)c1,-7,2,-1,2,10,10,12
Cc1nc(-c2cc(-c3nc(-c4cc(C(F)(F)F)cc(C(F)(F)F)c4)no3)no2)cs1,·,·,-6,-3,10,-10,6
CCN(CC(=O)Nc1ccc(OC)cc1)C(=O)c1ccc2c(c1)NC(=O)CS2,-1,-10,-4,2,6,4,5
O=C(COc1ccccc1Cl)N1CCN(c2ccc(F)cc2)CC1,0,8,·,·,4,·,·
Cc1cc(C)cc(N(CC(=O)N2CCCCCC2)S(C)(=O)=O)c1,-6,4,5,36*,0,3,22
C[C@H](CO)N1C[C@H](C)[C@H](CN(C)Cc2ccc(C(=O)O)cc2)Oc2ncc(-c3ccccc3)cc2C1=O,-7,2,-7,-1,4,-1,-19
Cc1cccc(S(=O)(=O)N[C@H]2CC[C@@H](CCNC(=O)Nc3cc(F)ccc3F)O[C@H]2CO)c1,9,-9,-3,-145,9,9,-26
Cc1ccc(NC(=O)c2ccc(NCCN)c([N+](=O)[O-])c2)cc1Cl,·,·,1,-8,-7,-2,·
CCN1CCC(N2CCN(c3ccc(F)cc3)CC2)CC1,7,-11,-3,-28,-7,1,-2
Cc1ccc(C(=O)OCC(=O)NCc2ccco2)s1,·,·,-4,15,-2,-5,·
O=C(Nc1cccc(C(=O)O)c1)/C(=C\c1ccccc1)NC(=O)c1cccc2ccccc12,·,·,-2,·,-7,1,9
COc1ccc(NC(=O)N(C)C[C@@H]2Oc3ccc(NC(=O)Nc4ccc(C(F)(F)F)cc4)cc3CC(=O)N([C@H](C)CO)C[C@@H]2C)cc1,1,42,-12,0,·,1,9
CCC(=O)N[C@@H]1CC[C@H](CC(=O)NCC2CCCCC2)O[C@H]1CO,1,8,9,-1,·,8,6
Cc1cccc(NC2=NC3(CCCCC3)N=C(N)N2)c1C,4,8,·,·,·,·,-1

# Compounds shown so far that have an aryl methoxy group, in the order listed:
SMILES,esBAF inh,Statin myotox sup,S100A4 MyoIIA,Casp6 inh,FN deposition inh,SIRT5 block,LGR2 inh
COc1ccc(NC(=O)COc2cccc3c2CCN(Cc2cccnc2)C3=O)c(OC)c1,2,11,1,0,11,-2,-11
COc1ccc2c3c([nH]c2c1)[C@@H](CO)N(C(=O)CN(C)C)CC31CCN(Cc2cncnc2)CC1,·,·,5,-22,-5,-3,5
COc1ccc(/C=C/C(=O)N(C)C2CCS(=O)(=O)C2)cc1 (stereo not given),3,-2,3,-1,-4,6,-13
COc1cc2nc(Cl)nc(NCCO)c2cc1OC,·,·,0,0,6,-1,2
COc1ccc(-c2ccc3n(c2=O)C[C@H]2[C@H](CO)[C@@H](C(=O)N(C)C)[C@@H]3N2Cc2cccnc2)cc1,0,-3,-3,5,·,-85,9
COc1c(Cl)cc(C(=O)O)cc1Cl,2,-4,-4,1,·,·,·
CCN(CC(=O)Nc1ccc(OC)cc1)C(=O)c1ccc2c(c1)NC(=O)CS2,-1,-10,-4,2,6,4,5
COc1ccc(NC(=O)N(C)C[C@@H]2Oc3ccc(NC(=O)Nc4ccc(C(F)(F)F)cc4)cc3CC(=O)N([C@H](C)CO)C[C@@H]2C)cc1,1,42,-12,0,·,1,9
